From PubChem
KCNQ1 act – potentiators or activators of human KCNQ1 potassium channel | B-score at 10 µM | 310,000 tested, 0.35% active | CHO-K1 KCNQ1, thallium flux FluxOR fluorescence; stronger effect = higher value;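 active means fluorescence ratio B-score, a plate-corrected score, at least three library SD, with initial intensity B-score within 5 SD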
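Assay system: CHO-K1 cells stably expressing KCNQ1. Medium: assay buffer for compound exposure, DMSO matched across wells. Timing: 37 °C overnight plating, 90-min dark dye load, 20-min compound pretreatment. Signal: kinetic FluxOR fluorescence, 10 s baseline plus 110 s post-stimulus.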
RGS4 pot – RGS4 potentiation or activation; HEK293 M3R/inducible RGS4, carbachol calcium flux Fluo4; stronger effect = lower value; B-score at 10 µM; 310,000 tested, 0.92% active; AID 463111;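 active means B-score of the integrated calcium signal more than 4 SD below the library mean, with starting fluorescence not abnormally high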;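 further: negative B-score means reduced calcium response which marks RGS4 activation or potentiation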
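System – HEK293 FlpIn-TREx cells, stable M3R, doxycycline-inducible RGS4 · Reagent – ECmax carbachol challenge · Times – compound preincubation 20 min at room temperature before agonist · Technique – Fluo4 fluorescence kinetic imaging of calcium · Measure – B score of integrated Fluo4 ratio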
HDAC3 inh – blocks human histone deacetylase 3; O15379; recombinant HDAC3, fluorogenic peptide/trypsin coupled, fluorescence; inhibition, % at 8.3 µM; 320,000 tested, 0.15% active; in the data active means inhibition above about 26%, passing the limit was not always enough
KCNK9 inh – inhibitors of human KCNK9 two-pore domain potassium channel | Q9NPC2 | HEK293 KCNK9, FluxOR thallium flux fluorescence; stronger effect = lower value | B-score at 10 µM | 310,000 tested, 1.2% active | AID 488922;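 active means ratio B-score over 3 SD below the library mean, with starting fluorescence within 5 SD of its mean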;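 further: negative B-score means less thallium flux so channel inhibition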
DYRK1A inh – Dyrk1A (rat) kinase inhibition. inhibition, % at 12.5 µM. ADP-Glo luminescence, NFATc1 peptide. 310,000 tested, 0.43% active; in the data active means inhibition above about 50%;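 further: plate controls were vehicle with enzyme for no effect and no enzyme for full effect; many of its hits are not listed in these tables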
hERG protect – hERG (human) protection from proarrhythmic block; CHO-hERG, FluxOR thallium flux, dofetilide IC70 present; Q12809; 310,000 tested, 0.51% active; activation (rescue from dofetilide block), less the hit threshold, % at 10 µM;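 active means activation above the mean of controls blocked by dofetilide plus 5 SD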;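 further: thallium influx through hERG after potassium depolarization seen as dye fluorescence rise; in these data hits start at about 4.7%; inactives centre near -7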
GSK3beta inhib – human GSK3beta kinase inhibition; activity score (negative = inhibition), % at 10 µM; 300,000 tested, 0.038% active; GST-GSK3beta kinase, ADP-Glo luminescence, 60 min; stronger effect = lower value; AID 2097; P49841;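 active means more than half of replicate wells score below -50%, meaning over 50% inhibition versus plate controls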;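 further: 0% = median DMSO wells and -100% = median GW8510 positive control wells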
Target sequence (P49841 whole entry, looked up): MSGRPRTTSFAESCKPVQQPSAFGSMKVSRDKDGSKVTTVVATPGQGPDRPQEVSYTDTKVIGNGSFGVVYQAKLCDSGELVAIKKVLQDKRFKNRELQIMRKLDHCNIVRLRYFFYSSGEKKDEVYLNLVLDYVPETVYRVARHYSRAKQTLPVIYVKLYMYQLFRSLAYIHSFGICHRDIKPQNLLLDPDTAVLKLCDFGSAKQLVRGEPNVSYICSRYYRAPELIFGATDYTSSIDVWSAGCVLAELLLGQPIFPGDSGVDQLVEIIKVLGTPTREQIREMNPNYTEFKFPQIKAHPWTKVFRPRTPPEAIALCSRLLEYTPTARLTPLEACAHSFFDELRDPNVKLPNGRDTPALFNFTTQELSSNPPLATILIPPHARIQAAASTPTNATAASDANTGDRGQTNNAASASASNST
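Assay system: GST-fused GSK3beta enzyme, cell-free / Medium: Tris pH 7.5 buffer with MgCl2, DTT, BSA, heparin / Also added: peptide substrate plus 25 µM ATP (final) / Compound: 10 µM single point / Timing: kinase reaction with compound 60 min at room temperature / Detection: ADP-Glo luminescence / Benchmarks: DMSO neutral wells and GW8510 at 20 µM as positive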
GSK3 alpha inh – blocks human GSK-3 alpha kinase; P49840; ADP-Glo luminescence, 60 min; inhibition, % at 10 µM; 320,000 tested, 0.1% active;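 in the data active means inhibition above about 50%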;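 further: GST-tagged GSK-3 alpha with peptide substrate and 25 µM ATP; 0% = DMSO neutral wells and 100% = GW8510 positive control wells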
KCNQ1 inh – human KCNQ1 channel inhibition; P51787; CHO-K1 KCNQ1, FluxOR thallium flux fluorescence; stronger effect = higher value; B-score at 10 µM; 310,000 tested, 1.3% active; AID 2642;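 active means compounds whose thallium flux B-score, printed positive for inhibition, exceeds three library SD while starting fluorescence stays within three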;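 further: channel opened by potassium depolarization with thallium stimulus after 20 min compound exposure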
PolyA inh – inhibitors of polyadenylation in S. cerevisiae; S. cerevisiae SKY197-pL101 polyadenylation reporter, beta-gal luminescence; efflux-impaired pdr1/pdr3 knockout yeast; score 100 = 6 SD above DMSO; calls only at 12 µM; 300,000 tested, 0.02% active;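 active means lowest replicate activity score at least 50, where 100 means six control SD above control mean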;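 further: yeast exposed to compound for 9 h at 30 °C; higher score means more reporter readthrough which indicates perturbed polyadenylation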
KCNK3 inh – human KCNK3 channel inhibition, primary screen. 340,000 tested, 0.84% active. B-score at 10 µM. CHO-KCNK3 thallium flux, FluxOR fluorescence; stronger effect = lower value. AID 602410. O14649;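 active means B-score under library mean minus 4 SD, starting fluorescence ratio at most library mean plus 5 SD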;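 further: more negative B-score means stronger inhibition of thallium flux through KCNK3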
Target sequence (O14649 whole entry, looked up): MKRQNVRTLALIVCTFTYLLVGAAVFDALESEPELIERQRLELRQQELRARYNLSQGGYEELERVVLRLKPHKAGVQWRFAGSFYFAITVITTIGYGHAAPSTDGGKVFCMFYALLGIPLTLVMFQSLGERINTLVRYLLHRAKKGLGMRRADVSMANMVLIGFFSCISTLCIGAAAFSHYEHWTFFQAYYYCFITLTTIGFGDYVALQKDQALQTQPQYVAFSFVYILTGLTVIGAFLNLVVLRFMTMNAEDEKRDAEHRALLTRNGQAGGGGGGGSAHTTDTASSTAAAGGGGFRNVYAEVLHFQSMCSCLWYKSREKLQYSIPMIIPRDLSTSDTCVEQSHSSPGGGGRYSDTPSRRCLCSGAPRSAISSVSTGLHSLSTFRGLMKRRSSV
* = called active by the depositor. The list is partial; count on the stated rates, not on these rows.

Results for CC1CCc2c(c3ccccc3n2C(=O)CCl)C1 (centres undefined) ?
KCNQ1 act: inactive; RGS4 pot: inactive; HDAC3 inh: 5; KCNK9 inh: inactive; DYRK1A inh: 16; hERG protect: -5; GSK3beta inhib: 1; GSK3 alpha inh: 1; KCNQ1 inh: inactive; PolyA inh: inactive; KCNK3 inh: inactive

How did COc1ccc(C2NC(=O)CCC2[N+](=O)[O-])cc1 (centres undefined) do in these assays?
KCNQ1 act: inactive; RGS4 pot: inactive; HDAC3 inh: 12; KCNK9 inh: inactive; DYRK1A inh: -3; hERG protect: 0; GSK3beta inhib: -1; GSK3 alpha inh: -1; KCNQ1 inh: inactive; PolyA inh: inactive; KCNK3 inh: inactive

Results for NS(=O)(=O)c1ccc(CNC(=O)CCC2CCCCC2)cc1 ?
KCNQ1 act: inactive; RGS4 pot: inactive; HDAC3 inh: -1; KCNK9 inh: inactive; DYRK1A inh: -8; hERG protect: -7; GSK3beta inhib: -2; GSK3 alpha inh: -1; KCNQ1 inh: inactive; PolyA inh: inactive; KCNK3 inh: inactive

How did COCCC(=O)N1CCC(n2nccc2NC(=O)CCc2ccccc2)CC1 do in these assays?
KCNQ1 act: inactive; RGS4 pot: inactive; HDAC3 inh: 3; KCNK9 inh: inactive; DYRK1A inh: 1; hERG protect: -8; GSK3beta inhib: 6; GSK3 alpha inh: -3; KCNQ1 inh: inactive; PolyA inh: inactive; KCNK3 inh: inactive

How did CCC(C)C(NC(=O)c1ccccc1NC(=O)c1ccco1)C(=O)NC1CCCCC1 (centres undefined) do in these assays?
KCNQ1 act: inactive; RGS4 pot: inactive; HDAC3 inh: 1; KCNK9 inh: inactive; DYRK1A inh: 5; hERG protect: -6; GSK3beta inhib: 1; GSK3 alpha inh: 0; KCNQ1 inh: inactive; PolyA inh: inactive; KCNK3 inh: inactive

How did COCCn1c(=S)[nH]c2cc(C(=O)NCC3CCCO3)ccc2c1=O (centres undefined) do in these assays?
KCNQ1 act: inactive; RGS4 pot: inactive; HDAC3 inh: 0; KCNK9 inh: inactive; DYRK1A inh: -4; hERG protect: -4; GSK3beta inhib: 1; GSK3 alpha inh: -4; KCNQ1 inh: inactive; PolyA inh: inactive; KCNK3 inh: inactive

How did Cc1cccc(Nc2nnc(SCC(=O)NC3CCCc4ccccc43)s2)c1 (centres undefined) do in these assays?
KCNQ1 act: inactive; RGS4 pot: inactive; HDAC3 inh: -2; KCNK9 inh: inactive; DYRK1A inh: -1; hERG protect: -7; GSK3beta inhib: 1; GSK3 alpha inh: 1; KCNQ1 inh: inactive; PolyA inh: inactive; KCNK3 inh: inactive

What do the screens show for `CC(C)(C)c1nc(NC(=O)Nc2ccccc2)sc1Br`?
KCNQ1 act: inactive; RGS4 pot: inactive; HDAC3 inh: 18; KCNK9 inh: inactive; DYRK1A inh: 0; hERG protect: -14; GSK3beta inhib: 3; GSK3 alpha inh: 0; KCNQ1 inh: 7*; PolyA inh: inactive; KCNK3 inh: inactive

How did COc1cc(OC)c(/C=N/NC(=O)COc2cccc3cccnc23)c(OC)c1 do in these assays?
KCNQ1 act: inactive; RGS4 pot: inactive; HDAC3 inh: -5; KCNK9 inh: inactive; DYRK1A inh: 1; hERG protect: -6; GSK3beta inhib: -4; GSK3 alpha inh: -1; KCNQ1 inh: inactive; PolyA inh: inactive; KCNK3 inh: inactive

What do the screens show for `O=C(c1cc(F)ccc1F)C1CCCN(Cc2cccn2-c2ccccn2)C1` (centres undefined)?
KCNQ1 act: inactive; RGS4 pot: inactive; HDAC3 inh: -10; KCNK9 inh: inactive; DYRK1A inh: 0; hERG protect: -17; GSK3beta inhib: -3; GSK3 alpha inh: 0; KCNQ1 inh: inactive; PolyA inh: inactive; KCNK3 inh: inactive

Results for O=C(Nc1cccc(Oc2c(F)c(F)c(F)c(F)c2F)c1)N1C[C@@H]2C[C@@H](C1)c1cccc(=O)n1C2 ?
KCNQ1 act: inactive; RGS4 pot: inactive; HDAC3 inh: 4; KCNK9 inh: inactive; DYRK1A inh: -2; hERG protect: -8; GSK3beta inhib: 1; GSK3 alpha inh: -1; KCNQ1 inh: inactive; PolyA inh: inactive; KCNK3 inh: inactive

How did CC(=O)Nc1sc2c(c1C(N)=O)CCC2 do in these assays?
KCNQ1 act: inactive; RGS4 pot: inactive; HDAC3 inh: -7; KCNK9 inh: inactive; DYRK1A inh: 42; hERG protect: 2; GSK3beta inhib: -1; GSK3 alpha inh: 15; KCNQ1 inh: inactive; PolyA inh: inactive; KCNK3 inh: inactive

How did C=CCn1c(Cc2ccc(OC)cc2)nnc1SCc1nc2ccccc2c(=O)[nH]1 do in these assays?
KCNQ1 act: inactive; RGS4 pot: inactive; HDAC3 inh: 0; KCNK9 inh: inactive; DYRK1A inh: -7; hERG protect: -5; GSK3beta inhib: -1; GSK3 alpha inh: 4; KCNQ1 inh: inactive; PolyA inh: inactive; KCNK3 inh: inactive

How did COc1ccccc1Nc1c([N+](=O)[O-])cncc1[N+](=O)[O-] do in these assays?
KCNQ1 act: inactive; RGS4 pot: inactive; HDAC3 inh: -1; KCNK9 inh: inactive; DYRK1A inh: -1; hERG protect: -2; GSK3beta inhib: 6; GSK3 alpha inh: -1; KCNQ1 inh: inactive; PolyA inh: inactive; KCNK3 inh: inactive

Results for CC1C(=O)Nc2ccccc2N1C(=O)c1ccc(F)cc1 (centres undefined) ?
KCNQ1 act: inactive; RGS4 pot: inactive; HDAC3 inh: 0; KCNK9 inh: inactive; DYRK1A inh: -4; hERG protect: -4; GSK3beta inhib: -1; GSK3 alpha inh: -1; KCNQ1 inh: inactive; PolyA inh: inactive; KCNK3 inh: inactive

Arranged by number of heavy atoms (highest first): some entries from above
How did C=CCn1c(Cc2ccc(OC)cc2)nnc1SCc1nc2ccccc2c(=O)[nH]1 do in these assays?
KCNQ1 act: inactive; RGS4 pot: inactive; HDAC3 inh: 0; KCNK9 inh: inactive; DYRK1A inh: -7; hERG protect: -5; GSK3beta inhib: -1; GSK3 alpha inh: 4; KCNQ1 inh: inactive; PolyA inh: inactive; KCNK3 inh: inactive

How did Cc1cccc(Nc2nnc(SCC(=O)NC3CCCc4ccccc43)s2)c1 (centres undefined) do in these assays?
KCNQ1 act: inactive; RGS4 pot: inactive; HDAC3 inh: -2; KCNK9 inh: inactive; DYRK1A inh: -1; hERG protect: -7; GSK3beta inhib: 1; GSK3 alpha inh: 1; KCNQ1 inh: inactive; PolyA inh: inactive; KCNK3 inh: inactive

Results for NS(=O)(=O)c1ccc(CNC(=O)CCC2CCCCC2)cc1 ?
KCNQ1 act: inactive; RGS4 pot: inactive; HDAC3 inh: -1; KCNK9 inh: inactive; DYRK1A inh: -8; hERG protect: -7; GSK3beta inhib: -2; GSK3 alpha inh: -1; KCNQ1 inh: inactive; PolyA inh: inactive; KCNK3 inh: inactive

(list continues)
Results for O=[N+]([O-])c1ccc(N2CCN(c3nc(-c4ccc(Cl)cc4)cs3)CC2)cc1 ?
KCNQ1 act: inactive; RGS4 pot: inactive; HDAC3 inh: -2; KCNK9 inh: inactive; DYRK1A inh: 7; hERG protect: -4; GSK3beta inhib: -2; GSK3 alpha inh: 6; KCNQ1 inh: inactive; PolyA inh: inactive; KCNK3 inh: inactive

What do the screens show for `COc1ccc(SC[C@H](Cc2ccccc2)N2CCN(C)CCC2=O)cc1`?
KCNQ1 act: inactive; RGS4 pot: inactive; HDAC3 inh: -1; KCNK9 inh: inactive; DYRK1A inh: -12; hERG protect: -8; GSK3beta inhib: 0; GSK3 alpha inh: 1; KCNQ1 inh: inactive; PolyA inh: inactive; KCNK3 inh: inactive

How did CCOc1ccc(OCCSc2nc3ccccc3[nH]2)cc1 do in these assays?
KCNQ1 act: inactive; RGS4 pot: inactive; HDAC3 inh: 3; KCNK9 inh: inactive; DYRK1A inh: -5; hERG protect: -6; GSK3beta inhib: 2; GSK3 alpha inh: -2; KCNQ1 inh: inactive; PolyA inh: inactive; KCNK3 inh: inactive

How did COc1ccc(OC)c(S(=O)(=O)n2nc(-c3ccccc3)cc2N)c1 do in these assays?
KCNQ1 act: inactive; RGS4 pot: inactive; HDAC3 inh: 8; KCNK9 inh: inactive; DYRK1A inh: -1; hERG protect: -8; GSK3beta inhib: 1; GSK3 alpha inh: 0; KCNQ1 inh: inactive; PolyA inh: inactive; KCNK3 inh: inactive

How did CCCCN(C)C(=S)Nc1ccc2nc3n(c(=O)c2c1)CCCCC3 do in these assays?
KCNQ1 act: inactive; RGS4 pot: inactive; HDAC3 inh: -3; KCNK9 inh: inactive; DYRK1A inh: 9; hERG protect: -4; GSK3beta inhib: -4; GSK3 alpha inh: 4; KCNQ1 inh: inactive; PolyA inh: inactive; KCNK3 inh: inactive

What do the screens show for `COc1ccccc1NC(=O)NC1CCS(=O)(=O)C1` (centres undefined)?
KCNQ1 act: inactive; RGS4 pot: inactive; HDAC3 inh: 0; KCNK9 inh: inactive; DYRK1A inh: -6; hERG protect: -6; GSK3beta inhib: 6; GSK3 alpha inh: 0; KCNQ1 inh: inactive; PolyA inh: inactive; KCNK3 inh: inactive

Results for COCCCNC(=O)c1cccc(S(=O)(=O)N2CC3(C)CC2CC(C)(C)C3)c1 (centres undefined) ?
KCNQ1 act: inactive; RGS4 pot: inactive; HDAC3 inh: 4; KCNK9 inh: inactive; DYRK1A inh: -6; hERG protect: -17; GSK3beta inhib: 3; GSK3 alpha inh: 1; KCNQ1 inh: inactive; PolyA inh: inactive; KCNK3 inh: inactive

How did O=C(C1=C[C@@H](C2CCCCC2)C[C@@H](OCCCCO)O1)N1CCN(Cc2ccccc2)CC1 do in these assays?
KCNQ1 act: inactive; RGS4 pot: inactive; HDAC3 inh: 1; KCNK9 inh: inactive; DYRK1A inh: 10; hERG protect: -6; GSK3beta inhib: 0; GSK3 alpha inh: -3; KCNQ1 inh: inactive; PolyA inh: inactive; KCNK3 inh: inactive

How did COc1ccc(CCNC(=O)C2CCC(=O)N(C3CC3)C2)c(OC)c1 (centres undefined) do in these assays?
KCNQ1 act: inactive; RGS4 pot: inactive; HDAC3 inh: 2; KCNK9 inh: inactive; DYRK1A inh: -4; hERG protect: -7; GSK3beta inhib: 3; GSK3 alpha inh: 0; KCNQ1 inh: inactive; PolyA inh: inactive; KCNK3 inh: inactive

Results for O=C(O)CCCCCNC(=O)CCn1nnc2ccccc2c1=O ?
KCNQ1 act: inactive; RGS4 pot: inactive; HDAC3 inh: 4; KCNK9 inh: inactive; DYRK1A inh: 2; hERG protect: -8; GSK3beta inhib: 1; GSK3 alpha inh: 0; KCNQ1 inh: inactive; PolyA inh: inactive; KCNK3 inh: inactive
